V1R ag counter: activates human V1a receptor in oxytocin agonist counter-screen | P37288 | hit rate 0.25% among 320,000 | AID 2797 | CHO-V1R cells, Fluo-8 calcium fluorescence, agonist mode; 0% DMSO, 100% 3 nM vasopressin | activation, % at 3 µM;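 active = activation above the mean activation of all tested compounds plus 3 SD, per screening run, cut at about 20% in these data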;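 note: signal is peak over basal fluorescence ratio across a 100 second FLIPR read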
Target sequence (P37288 whole entry, looked up): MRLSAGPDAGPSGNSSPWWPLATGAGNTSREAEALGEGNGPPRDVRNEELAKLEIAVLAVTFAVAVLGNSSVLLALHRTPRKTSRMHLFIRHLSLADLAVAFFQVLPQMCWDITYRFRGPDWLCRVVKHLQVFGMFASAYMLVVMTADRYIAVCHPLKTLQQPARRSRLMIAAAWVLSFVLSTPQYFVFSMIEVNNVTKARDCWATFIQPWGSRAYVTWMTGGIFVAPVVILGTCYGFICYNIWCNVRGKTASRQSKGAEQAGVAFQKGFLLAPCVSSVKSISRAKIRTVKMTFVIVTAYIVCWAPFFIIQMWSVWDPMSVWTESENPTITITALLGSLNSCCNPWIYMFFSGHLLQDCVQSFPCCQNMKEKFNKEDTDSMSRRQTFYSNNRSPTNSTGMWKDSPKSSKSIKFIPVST
OXTR potentiator: potentiators of human oxytocin receptor; CHO-OTR cells, Fluo-8 calcium fluorescence, potentiator mode; 0% = oxytocin EC15, 100% = EC100; activation, % at 3 µM; P30559; AID 2445; hit rate 0.061% among 320,000;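 active = activation above that plate's cutoff, the mean activation of tested compounds plus 3 SD, cut at about 6.6% in these data, passing the limit was not always enough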;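 note: 100% uses oxytocin at 75 nM as the full agonist control; some results filed as inactive read as strong as hits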
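Material: human OTR in CHO cells. Compound: 3.0 µM, one dose. Timing: compound 6 min at room temperature before oxytocin, 100 s read. Evaluation: % activation of max/min ratio relative to oxytocin controls. Replication: single well per compound, singlicate. Signal: Fluo-8 calcium dye fluorescence.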
CHRM1 agonist: agonists of human M1 muscarinic receptor. activation, % at 3 µM. CHO-K1 hM1, Fluo-8 calcium fluorescence, agonist mode; 0% DMSO, 100% acetylcholine EC100. hit rate 0.33% among 360,000;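 active = activation above the run's mean compound activation plus 3 SD, cut at about 16% in these data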;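 note: peak over basal fluorescence ratio within a 140 s kinetic read after compound addition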
Target sequence (P11229 whole entry, looked up): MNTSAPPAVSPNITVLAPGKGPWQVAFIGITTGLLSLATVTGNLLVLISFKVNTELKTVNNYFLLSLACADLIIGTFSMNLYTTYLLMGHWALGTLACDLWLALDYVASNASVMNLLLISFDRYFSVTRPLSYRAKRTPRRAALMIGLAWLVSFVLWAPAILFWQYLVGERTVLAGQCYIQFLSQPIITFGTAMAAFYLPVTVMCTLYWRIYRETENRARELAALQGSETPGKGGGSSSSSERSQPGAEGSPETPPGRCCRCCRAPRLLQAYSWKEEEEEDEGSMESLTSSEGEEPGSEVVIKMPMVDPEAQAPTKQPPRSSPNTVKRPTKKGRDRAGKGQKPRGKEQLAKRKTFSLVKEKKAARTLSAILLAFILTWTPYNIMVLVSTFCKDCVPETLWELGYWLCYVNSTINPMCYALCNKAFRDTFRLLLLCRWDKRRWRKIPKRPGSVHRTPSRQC
M1 ag parental: M1 agonist counterscreen hit in parental CHO-K1 cells | AID 602248 | Fluo-8 calcium fluorescence; scaled to maximal ATP response, vehicle zero | hit rate 0.48% among 360,000 | activation, % at 3 µM; in the data active = activation above about 15%;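 note: untransfected CHO-K1 host cells lacking M1 receptor as counterscreen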
CHO parental Ca: signal in parental CHO cells, OX1R antagonist counter-screen. inhibition, % at 5.6 µM. hit rate 0.63% among 330,000. parental CHO-K1, ATP-induced calcium, Fluo-8 fluorescence;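 active = inhibition above that plate's mean sample inhibition plus 3 SD, cut at about 26% in these data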;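 note: 0% = ATP-challenged DMSO wells and 100% = DMSO wells without ATP; some compounds past the cut are filed as inactive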
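test system = CHO parental line | reagent = ATP stimulus | measured by = intracellular calcium via Fluo-8 no-wash fluorescent dye | control set = ATP and no-ATP DMSO wells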
TAAR1 antag: human TAAR1 antagonism | Q96RJ0 | CHO RD-HGA16 TAAR1, Fluo-8 calcium fluorescence, antagonist | inhibition, % at 3 µM | hit rate 1.5% among 360,000 | AID 624466;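 active = inhibition above a per-plate cutoff, the mean inhibition of test compounds on that plate plus 3 SD, cut at about 49% in these data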;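 note: 0% = DMSO plus EC80 beta-PEA response and 100% = DMSO alone without agonist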
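test system = CHO RD-HGA16 cells bearing hTAAR1 | replication = singlicate | controls = DMSO-only wells and EC80 β-PEA-stimulated wells | reagent = EC80 β-phenethylamine stimulus | read-out basis = percent inhibition of PEA-evoked calcium signal, max/basal emission ratio | schedule = seeding 17-24 h prior, 75-min 37 °C, 30-min RT dye loading | signal = kinetic Fluo-8 calcium fluorescence measurement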
CHO-K1 Ca antag: M1 antagonist counterscreen hit in parental CHO-K1 cells; AID 602250; ATP-induced calcium, Fluo-8 fluorescence; hit rate 0.6% among 360,000; inhibition, % at 3 µM;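 active = inhibition above a per-plate cutoff, the plate's mean sample inhibition plus 3 SD, cut at about 24% in these data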;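 note: 0% = DMSO plus EC80 ATP and 100% = DMSO alone without ATP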
TAAR1 ag: agonists of human TAAR1; activation, % at 3 µM; Q96RJ0; hit rate 0.99% among 360,000; CHO RD-HGA16 TAAR1, Fluo-8 calcium fluorescence; vehicle wells 0%, saturating PEA agonist 100%; AID 624467;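 active = activation above the mean activation of all test compounds in the run plus 3 SD, cut at about 38% in these data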
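Test system: RD-HGA16 (CHO) cells co-expressing Gα16 and hTAAR1; dosing: one-point dosing at 3 µM (nominal); timing: 17-24 h seeding, 75 min 37 °C dye, 30 min RT; signal: kinetic Fluo-8 calcium fluorescence; read-out basis: % activation relative to PEA EC100 response; controls: DMSO and PEA EC100; replicates: n 1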
M1 PAM parental: counter-screen for M1 PAMs: effect in parental CHO-K1 cells. hit rate 0.02% among 360,000. ATP EC20, Fluo-8 calcium fluorescence; 0% at ATP EC20, 100% at ATP max. AID 602247. activation, % at 3 µM;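 active = activation above the run cutoff, the mean activation of all test compounds plus 3 SD, cut at about 40% in these data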;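 note: peak over basal fluorescence ratio in a 140 s read after ATP addition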
Numbers without * were called inactive; . = not tested or not shown.

SMILES	V1R ag counter	CHRM1 agonist	CHO parental Ca	TAAR1 ag	M1 ag parental	OXTR potentiator	CHO-K1 Ca antag	TAAR1 antag	M1 PAM parental
O=C(O)C[C@@H](CNC(=O)COc1ccc2ccc(=O)oc2c1)c1ccc(Cl)cc1	0.7	-2	1	2	0.6	-4	-12	-12	-9
C#Cc1ccc([C@H]2C=C(C(=O)OCC=C)O[C@@H](OCC)[C@@H]2CCCO)cc1	-0.6	-5	-15	3	1.6	-8	-11	-22	5
COc1ccccc1N(CC1CO1)S(=O)(=O)c1ccccc1 (configuration not stated)	0.4	-1	3	5	0.5	-1	-2	-9	6
O=C(COC(=O)c1cncc(Br)c1)NCc1ccc(Cl)cc1	-0.2	-5	-8	-4	0.6	-5	-4	-14	0
c1ccc(-c2nnc(-c3ccccn3)nn2)nc1	-0.9	-3	-5	1	-0.1	0	-4	-1	0
COc1ccc(NC(=O)CCc2nnc3ccc(N4CCC(C)CC4)nn23)cc1	1.2	-12	-41	1	0.6	-6	-30	-7	10
CC1CCN(S(=O)(=O)c2ccc(C(=O)NCc3ccco3)cc2)CC1	0.0	-3	-20	0	2.4	-23	-10	0	2
CN(CCc1ccccc1)c1cc2c(c3c1ccn3C)C1CCC2O1 (configuration not stated)	.	-4	.	78*	1.7	.	10	69*	9
CC(=O)CC(C)(C)NC(C)=S	-1.3	-1	13	0	0.1	-1	-2	-13	10
Cn1nnnc1SCC(=O)N1CCCCC1	-0.5	-9	13	2	-0.2	-10	-8	-1	7
O=C(CC(=O)c1ccccc1)Nc1cccc([N+](=O)[O-])c1	.	1	.	6	8.2	.	-5	11	5
CCc1ccccc1NC(=S)N(Cc1ccc(OC)cc1)CC1CCC(C(=O)O)CC1 (configuration not stated)	0.6	-2	-12	4	0.2	-9	-4	-4	-1
COc1ccc(CN(C(=O)c2cnccn2)C(C(=O)Nc2ccc(F)cc2)c2ccccc2)cc1 (configuration not stated)	2.1	-3	-19	19	4.1	-16	-1	46	14
O=C(c1ccc(-c2cc(Cl)ccc2Cl)o1)N1CCOCC1	-1.4	0	-15	-2	0.4	-3	-13	-13	6
CCOC(=O)C1CCN(C(=O)C2CCN(c3nnc(-n4cccc4)s3)CC2)CC1	-1.0	-6	-14	-1	1.1	-6	-13	-7	10
N#Cc1ccccc1COc1cccc2c1CCCC2O (configuration not stated)	0.0	-1	-7	2	2.2	-16	-9	2	-3
COc1ccc2[nH]c3c(c(=O)c2c1)CCCC3	.	-2	.	-1	-0.3	.	1	0	10
CC1(C)CC(=O)C(C=Nc2ccc3cn[nH]c3c2)=C(O)C1	0.3	0	-2	2	2.4	-4	-9	-2	21
CCOC(=O)c1cc2c(ccn2C)n1CC(=O)N(CC)CC	-0.5	-15	-4	0	2.7	-6	-13	16	13
CCCC(c1nnnn1Cc1cccs1)N1CCN(C)CC1 (configuration not stated)	0.5	-13	-9	5	2.4	1	-7	7	23
COc1cc(OC)c(NC(=O)Cc2ccc(OC)c(S(=O)(=O)N3CCOCC3)c2)cc1Cl	1.7	-3	-13	2	2.9	-6	-6	-8	6
CC(C)(C)c1cc(C(=O)NNc2cccc(Cl)c2)n(Cc2ccccc2)n1	-1.0	-6	-19	-2	-0.2	-15	2	17	-18
O=c1c(Cl)c(NCCO)cnn1-c1cccc(Cl)c1	0.5	1	5	7	0.1	-5	23	21	0
O=C(O)CCN1CCN(S(=O)(=O)c2ccc3ccccc3c2)CC1	0.3	-2	-8	0	0.6	2	-6	3	20
CCOc1ccc(S(=O)(=O)N2c3ccccc3CC2C)cc1 (configuration not stated)	-0.7	-3	19	21	0.9	-7	-4	4	18

As entered above.
CCOc1ccc(S(=O)(=O)N2c3ccccc3CC2C)cc1 (configuration not stated) in M1 PAM parental → 18
O=c1c(Cl)c(NCCO)cnn1-c1cccc(Cl)c1 in TAAR1 ag → 7

Next part.
SMILES	V1R ag counter	CHRM1 agonist	CHO parental Ca	TAAR1 ag	M1 ag parental	OXTR potentiator	CHO-K1 Ca antag	TAAR1 antag	M1 PAM parental
Cc1ccc(C)n1-c1cccc(S(=O)(=O)N2CCOCC2)c1	0.8	-10	-16	1	5.7	5	-1	6	18
O=C(Cn1ncc2c([nH]c3ccccc32)c1=O)NCC1CCN(Cc2ccccc2F)CC1	0.8	-5	-20	0	5.5	-3	-1	-12	2
CCOc1cc(S(=O)(=O)N2CCCC2)ccc1Cl	-0.4	-11	-11	1	-0.2	-7	-12	-13	8
COc1cccc(COC(=O)c2cc(S(=O)(=O)N3CCCCC3)ccc2N2CCOCC2)c1OC	0.2	-4	-5	2	2.0	-15	-18	-25	14
Nn1c(SCc2cccc3ccccc23)nnc1-c1ccco1	-0.6	-6	-13	5	0.2	-15	-8	7	-1
COc1ccc(NC(=O)Cc2nnc(SCC(=O)Nc3ccc(F)cc3)n2C)cc1	1.0	-1	-7	18	0.0	-5	-17	-14	-5
COc1ccc(S(=O)(=O)N2CCOCC2)cc1C(=O)N1CCCCCC1	-0.5	-3	-1	5	0.0	-4	0	-15	15
Cc1ccc(S(=O)(=O)N2CCN(S(=O)(=O)c3ccccc3Br)CC2)cc1	.	-1	-9	0	0.3	.	-5	17	8
O=S1(=O)N[C@@H](c2ccccc2)COc2cc(Br)ccc21	.	-8	.	-1	-0.7	.	7	9	-12
COc1ccccc1OCCCOc1ccc(/C=C2\SC(=O)NC2=O)cc1OC	6.6	0	-11	11	5.0	-12	-11	82*	5
O=C(CN1CCN(C(=O)N2CCOCC2)CC1)Nc1ccc(Br)cc1	0.8	0	0	1	0.0	-8	-3	-6	8
CN(C)CCCN(C(=O)COc1ccccc1)c1nc2ccc(F)cc2s1	1.0	-4	-13	11	2.1	-3	-9	0	-10
COc1ccc(/C=C/C(=O)c2ccc(OC)cc2OC)c(OC)c1	0.1	-2	3	-1	0.2	-2	7	-25	-2
O=C(Nc1ccc(F)cc1)Nc1cccnc1Cl	-1.0	1	-2	14	0.7	-1	8	-16	-5
C=CCc1c(C)[nH]c2c(OC)cccc2c1=S	0.0	-9	-28	5	0.0	-5	-1	3	5
CCO[C@H]1OC(C(=O)O)=C[C@@H](c2csc3ccccc23)[C@@H]1CCCO	0.2	-4	-8	5	1.0	-2	-11	6	9
CC(=O)Nc1ccc(NC(=O)CCN2C(=O)C3CC=CCC3C2=O)cc1 (configuration not stated)	-0.3	-3	4	4	-0.2	5	12	-7	-20
C=CCNC(=O)C(=O)NCCOc1ccccc1Cl	-0.2	-7	-3	3	0.3	0	-12	5	23
COc1ccccc1NC(=O)C1=C(C)Nc2nc(-c3ccccc3)nn2C1c1ccccn1 (configuration not stated)	-0.9	-4	-23	8	1.4	-2	-3	8	-1
COc1ccc(NC(=O)c2cc([N+](=O)[O-])ccc2NC(=O)CNCc2ccccn2)c(OC)c1	0.9	0	-5	-1	2.0	-9	-12	13	16
CCC1(C)Cc2ccccc2-c2nc3n(c(=O)c21)CCCCC3 (configuration not stated)	-1.7	-8	-28	21	0.6	-2	-10	0	21
CCc1ccc(OCCCC(=O)Nc2cccc(C(=O)O)c2)cc1	-1.3	0	9	-3	0.2	-8	-5	-20	11
COc1cccc(/C(O)=C2/C(=O)C(=O)N(CCN(C)C)C2c2ccc(Br)cc2)c1 (configuration not stated)	2.9	-2	-2	0	-0.2	-3	11	2	-4
COc1ccccc1/C=N/NC(=O)CCSc1ccccc1	-0.8	-8	-7	8	5.6	-2	1	-2	18
CNC(=O)C1CCCN1S(=O)(=O)c1ccc(OC)cc1 (configuration not stated)	1.1	-2	0	-1	0.3	-5	-7	11	14
CC(C)C(=O)Nc1ccc(C(=O)CSc2nnc(C3CC3)n2C2CC2)cc1	-0.8	-1	-6	-1	0.1	-7	-3	-11	9
CCCNC(=O)c1ccccc1NC(=O)c1ccccc1N(C)S(=O)(=O)c1ccccc1	0.4	-9	-27	3	2.6	0	-15	6	19
COc1cc(NC(=O)Cn2cnc(S(=O)(=O)N3CCc4ccccc43)c2)cc(OC)c1OC	0.2	-3	-12	0	0.9	-5	-13	-5	6
CCOC(=O)C1CCN(S(=O)(=O)c2ccc(CC)cc2)CC1	0.2	-4	-8	-1	2.0	-3	-9	-18	12
COc1cc(NC(=O)c2[nH]cnc2C(N)=O)cc(C(=O)Nc2cccc(C(F)(F)F)c2)c1	0.0	-3	20	.	2.1	-9	-10	.	25
COc1ccc(CNC(=O)/C=C/C(=O)O)cc1OC	0.8	-4	-3	0	3.2	-2	11	3	2
Cc1nc2ccc(C(=O)N/N=C/c3ccccc3O)cc2[nH]1	0.5	-2	-10	1	-0.2	-11	-3	-8	-20
CCn1c(SCC(=O)NNC(=S)Nc2ccc(C)cc2)nnc1-c1ccc(Cl)cc1	-0.3	-6	-18	-1	16*	5	-5	-9	27
NS(=O)(=O)c1cc(C(=O)OCC(=O)c2ccccc2)c(Cl)cc1Cl	10	-4	-14	7	10	-13	4	11	7
CN1CCN(CC(C)(C)NS(=O)(=O)c2ccc(Cl)cc2)CC1	0.3	-11	-13	-1	1.8	3	-17	-21	20
O=C(NCCCN=C1NS(=O)(=O)c2ccccc21)c1ccc(Cl)cc1	1.8	-5	3	-1	0.6	2	2	7	-2
Cc1csc(SCC(=O)Nc2ccc(C)c(F)c2)n1	0.2	-7	-1	9	0.8	-4	3	6	-14
O=S1(=O)CC(N2CCCCC2)CN1Cc1ccc(F)cc1 (configuration not stated)	.	-5	.	1	0.6	.	9	-1	4
CCOc1ccc(NC(=S)N2CCCCCC2)cc1	-0.7	-5	-9	2	3.5	-21	-8	-5	5
COc1ccc(-n2ccnc2SCC(=O)NCc2ccc(F)cc2)c(OC)c1	-0.7	-2	-20	0	1.3	-6	-13	-21	10
O=C(NCc1nnc(SCC(=O)N2CCC(Cc3ccccc3)CC2)o1)c1ccccc1F	5.7	-4	-14	1	2.2	-9	7	9	-5
Cc1ncsc1CCSc1nc2ccccc2c(=O)n1C	5.2	4	-5	10	12	-7	-7	4	-1
Cn1c(NCc2ccco2)nc2ccccc21	-0.1	-8	-2	11	0.4	-7	-33	6	29

Screening data: PubChem BioAssay, The Scripps Research Institute Molecular Screening Center
